# Compound activity deposited in PubChem by Icahn School of Medicine at Mount Sinai.
# ROC1-CUL1 inh: inhibitors of human ROC1-CUL1 ubiquitin ligase activity; inhibition, % at 10 µM; E3 ubiquitin-protein ligase RBX1 (Homo sapiens) + Cullin-1 (Homo sapiens), P62877+Q13616; AID 1347404, 2020; in vitro K48 di-Ub FRET, acceptor:donor ratio, 45 min; hit rate 0.6% among 140,000; in the data active = inhibition above about 25%
# Target sequence (P62877 whole entry, looked up): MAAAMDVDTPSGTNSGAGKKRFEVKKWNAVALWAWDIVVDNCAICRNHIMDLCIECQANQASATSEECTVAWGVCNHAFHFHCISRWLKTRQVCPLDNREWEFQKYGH
# Target sequence (Q13616 whole entry, looked up): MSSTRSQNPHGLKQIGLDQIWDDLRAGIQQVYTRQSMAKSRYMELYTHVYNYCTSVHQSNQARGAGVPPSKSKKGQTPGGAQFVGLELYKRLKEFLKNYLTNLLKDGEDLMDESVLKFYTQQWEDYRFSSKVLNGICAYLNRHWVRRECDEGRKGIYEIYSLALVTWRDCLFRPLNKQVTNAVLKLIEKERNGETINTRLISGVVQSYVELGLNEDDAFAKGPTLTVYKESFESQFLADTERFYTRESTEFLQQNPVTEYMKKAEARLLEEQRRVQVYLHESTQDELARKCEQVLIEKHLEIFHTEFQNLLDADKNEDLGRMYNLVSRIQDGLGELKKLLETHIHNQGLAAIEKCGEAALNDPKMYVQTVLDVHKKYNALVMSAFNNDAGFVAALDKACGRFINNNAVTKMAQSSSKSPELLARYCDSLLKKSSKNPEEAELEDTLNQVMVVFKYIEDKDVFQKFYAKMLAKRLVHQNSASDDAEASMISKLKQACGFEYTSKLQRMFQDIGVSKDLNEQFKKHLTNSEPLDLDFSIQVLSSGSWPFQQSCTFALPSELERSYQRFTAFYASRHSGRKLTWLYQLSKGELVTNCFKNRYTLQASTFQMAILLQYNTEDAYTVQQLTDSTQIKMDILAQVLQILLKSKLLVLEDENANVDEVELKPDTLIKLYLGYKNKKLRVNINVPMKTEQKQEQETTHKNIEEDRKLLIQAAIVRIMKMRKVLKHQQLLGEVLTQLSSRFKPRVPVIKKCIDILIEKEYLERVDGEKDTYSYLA
# * = called active by the depositor. These rows are one share of the data; count on the stated rates, not on these rows.
SMILES,ROC1-CUL1 inh
C#CCOc1c(Cl)cc(/C=N/n2c(CC)n[nH]c2=S)cc1OCC,-3
CCc1ccc(N2C(=O)c3ccccc3NC2c2ccc(OCc3c(Cl)cccc3Cl)cc2)cc1 (stereo unspecified),4
CC1=NNC(=O)C(CC(=O)Nc2ccc(Cl)cc2)C1 (stereo unspecified),2
O=C(c1ccc(S(=O)(=O)c2ccc(Br)cc2)cc1)N1CCCCC1,-4
CCCCOC(=O)Nc1nnc(CSCc2cccc(C)c2)s1,-8
COc1ccc(SCc2nc3ccccc3nc2CSc2ccc(OC)cc2)cc1,1
Cc1ccc(-c2cn3c(C(=O)NCCCN4CCCC4=O)csc3n2)cc1,1
CCOC(=O)c1ccc(NS(=O)(=O)c2ccc(-c3cc(C)no3)cc2)cc1,3
CN(CCc1ccccn1)C(=O)CCC1CCCN(C(=O)C2=CCCCC2)C1 (stereo unspecified),3
CCOC(=O)c1c(NC(=S)NC(NC(=O)CC)C(Cl)(Cl)Cl)sc2c1CCCC2 (stereo unspecified),-4
Cc1cccc2nc(CNCc3c(C(=O)N4CCOCC4)nc4ccccn34)cn12,1
Cc1cccc(N2CCN(C(=O)c3ccccc3NC(=O)C3CC=CCC3C(=O)O)CC2)c1 (stereo unspecified),0
Cc1ccc(-c2nnc(Nc3ccc(O)cc3)c3ccccc23)cc1S(=O)(=O)NCC1CCCO1 (stereo unspecified),-1
CC1CCc2cc(F)ccc2N1S(C)(=O)=O (stereo unspecified),3
COc1ccc2ccccc2c1-c1nnc2ccc3ccccc3n12,4
COc1cc(NC(=O)CSc2ccc(-c3sc(C)nc3C)nn2)cc(OC)c1,7
COc1ccc(NC(=O)CSc2nc3sc4c(c3c(=O)n2-c2ccc(C)cc2)CCCC4)c(OC)c1,-2
CCOc1cc(/C=C2/C(=N)N3C=C(C)SC3=NC2=O)ccc1OCc1ccccc1F,5
CCN1CCN(c2ncc3c(n2)CCN(Cc2cccc(F)c2F)C3)CC1,1
CCCCS(=O)(=O)c1sc(SC)nc1N,10

# Molecules listed so far that have two or more sulfur atoms, in the order listed:
SMILES,ROC1-CUL1 inh
CCCCOC(=O)Nc1nnc(CSCc2cccc(C)c2)s1,-8
COc1ccc(SCc2nc3ccccc3nc2CSc2ccc(OC)cc2)cc1,1
CCOC(=O)c1c(NC(=S)NC(NC(=O)CC)C(Cl)(Cl)Cl)sc2c1CCCC2 (stereo unspecified),-4
COc1cc(NC(=O)CSc2ccc(-c3sc(C)nc3C)nn2)cc(OC)c1,7
COc1ccc(NC(=O)CSc2nc3sc4c(c3c(=O)n2-c2ccc(C)cc2)CCCC4)c(OC)c1,-2
CCCCS(=O)(=O)c1sc(SC)nc1N,10

# The listing picks up, starting two compounds before the break.
SMILES,ROC1-CUL1 inh
CCN1CCN(c2ncc3c(n2)CCN(Cc2cccc(F)c2F)C3)CC1,1
CCCCS(=O)(=O)c1sc(SC)nc1N,10
Cc1scc(C(=O)NCCCN2CCOCC2)c1C,2
Cc1c(Cl)cccc1-n1nnc(C(=O)N(C)C2CCS(=O)(=O)C2)c1C (stereo unspecified),6
O=C(CSc1ncc2c(n1)-c1ccccc1N(Cc1ccccc1)S2(=O)=O)Nc1ccccc1,-3
Cc1nc(-c2ccc3c(c2)OCO3)[nH]c1C,-4
CCOc1cccc(C2c3[nH]c4ccccc4c3CCN2C(=O)CCc2ccccc2)c1 (stereo unspecified),-11
CCCc1ccc(OCC(O)CN2CCN(Cc3ccc4c(c3)OCO4)CC2)cc1 (stereo unspecified),2
CC(=O)c1cccc(NC(=O)c2ccc3nc(Cc4ccccc4)oc3c2)c1,-7
Cc1nc(Sc2ccc3c(c2)OCCO3)c2c3c(sc2n1)CCCC3,7
CCCCc1c([O-])[n+](-c2ccc(C)cc2)c2ccc(C)nn2c1=O,-1
CCOC(=O)c1c(N2C(=N)C(C#N)C(c3ccc(Br)s3)C3=C2CC(C)(C)CC3=O)sc2c1CCCC2 (stereo unspecified),7
COc1ccc(-n2ccnc(NCc3ccc(Cl)cc3)c2=O)cc1,-4
COC(=O)c1sc(NC(=O)CSc2nc3scc(-c4ccccc4)c3c(=O)n2-c2ccccc2)c(C(=O)OC)c1C,-8
CC1(C)c2ccccc2N2CCC(=O)NC21/C=C/c1cccnc1 (stereo unspecified),-4
COc1cc(C2c3c(n[nH]c3C)OC(=N)C2C#N)cc(Br)c1OCc1cccc(C)c1 (stereo unspecified),-3
Cc1ccccc1NC(=O)N1CCC(CN2CCCC2)CC1,1
COc1ccc(CNc2oc(-c3ccc(COc4ccc(OC)cc4)o3)nc2C#N)cc1,-3
CC(C)CC(=O)C(=O)N1CCc2onc(-c3ccc4c(c3)OCO4)c2C1,-1
O=C(CC(=O)c1cccc(F)c1)CC(=O)c1cccc(F)c1,2
Cn1cc(Cl)c(C(=O)Nc2ccc3c(c2)OCO3)n1,-7
COC1(OC)C(C)(C)OC2c3ccccc3C(=O)CC2C1(C#N)C#N (stereo unspecified),8

# The final 2 records of the section above lead into the next.
SMILES,ROC1-CUL1 inh
Cn1cc(Cl)c(C(=O)Nc2ccc3c(c2)OCO3)n1,-7
COC1(OC)C(C)(C)OC2c3ccccc3C(=O)CC2C1(C#N)C#N (stereo unspecified),8
COC(=O)c1ccc(NC(=O)COc2ccc(-c3ccc(C#N)cc3)cc2)cc1,10
FC(F)(F)c1cc(-c2cccs2)nc2sc3c(=S)nc[nH]c3c12,3
COc1cc(OC)c(N(C)C(=O)c2cn(C)c(=O)c3cc(OC)c(OC)cc23)cc1Cl,-6
CCc1ccc(NCc2cc3cc4c(cc3n(CC(=O)Nc3ccc(C)cc3)c2=O)OCO4)cc1,2
CN(C)c1ccc(C(=O)OCc2ccc(Br)cc2)cc1,4
CCOC(=O)c1cccc(Oc2nc(C)nc3sc4c(c23)CCCC4)c1,-4
Cc1ccc(C)n1-c1nnc(N2CCCC(C(=O)Nc3ccccc3Br)C2)s1 (stereo unspecified),-9
COc1ccc(/C=C/C(=O)Nc2nc3n(n2)C(c2ccccc2)CC(c2ccc(Cl)cc2)=N3)cc1 (stereo unspecified),-6
O=C(N/N=C/c1ccc2ccccc2c1)c1ccc(-c2ccccc2)cc1,-6
O=C(Nc1cc(CNC2C3CC4CC(C3)CC2C4)cc(C(=O)N2CCCC2)c1)c1ccccn1 (stereo unspecified),5
CCN(C(=O)CSc1ncc(S(=O)(=O)c2ccc(C)c(Cl)c2)c(=O)[nH]1)c1cccc(C)c1,-4
CN1C(=O)CSC1=Nc1ccccc1Cl,3
Cc1ccc(-c2ccc(OC(=O)c3ccco3)c(C)c2)cc1,4
COCCCN1C(=O)CC(CC(=O)N2CCC(c3ccc(F)cc3)C2)(c2ccccc2Cl)C1=O (stereo unspecified),-1
CCCS(=O)(=O)N1CCCC(Cc2ccc(F)cc2F)(C(=O)OCC)C1 (stereo unspecified),10
Cc1nn(S(=O)(=O)c2ccccc2)c(C)c1Cl,-4
Cc1cc(C)nc(N2CCCC2)n1,-1
Cc1ccc2c(c1)NC(C)(C)c1ssc(=Nc3cc(Cl)ccc3Oc3ccccc3)c1-2,5
Cc1ccc(C)n1-c1nnc(N2CCCC(C(=O)NCc3ccccc3)C2)s1 (stereo unspecified),-7
COC(=O)C1=C(C)OC(=N)C(C#N)C1c1cccc(Br)c1 (stereo unspecified),-2
CC(=O)Nc1nonc1-c1nnc(SCc2ccc(F)cc2Cl)n1C,4
O=C(CSc1nc2ccc(NC(=O)c3ccccc3Br)cc2s1)c1ccc2ccccc2c1,-3
O=C(O)c1ccccc1SC(C[N+](=O)[O-])c1ccccc1Cl (stereo unspecified),1
Cn1cc(/C=C/C(=O)N2CCCC(c3cc(=O)[nH]cn3)C2)cn1 (stereo unspecified),10
Cc1cccc(NC(=O)N2CC=C(c3c[nH]c4ccccc34)CC2)c1C,-8
CCc1ccc(OCCCOc2ccc(/C=C3/C(=N)N4C=C(C)SC4=NC3=O)cc2OC)cc1,-1
O=c1[nH]c(Cc2ccc(Cl)cc2)nc2scc(-c3ccccc3)c12,11
COC(=O)C1=C(C(=O)OC)C2c3cccc4cccc(c34)C2(N2CCCC2)C(C(=O)OC)=C1C(=O)OC (stereo unspecified),-2
CCn1c(=O)c2c(nc3n2C(C)C(C)=NN3)n(C)c1=O (stereo unspecified),9
CCN(CC)C(=O)c1sc(NC(=O)c2c(-c3ccccc3)noc2C)c(C#N)c1C,8
Cc1cc(Cl)ccc1NC(=O)CCSc1ccc(Cl)cc1,-1
COc1ccc(OC)c(S(=O)(=O)N2CCN(Cc3nc4ccc(C)cc4o3)CC2)c1,-19
CCn1c(C(=O)NCCc2ccc(OC)c(OC)c2)cc2sc(Cl)cc21,10
CCN1CC(CNC(=O)c2cn(Cc3ccccc3C)nn2)CC1=O (stereo unspecified),-6
CCC(Oc1ccccc1F)C(=O)Nc1cc(-c2ccccc2)no1 (stereo unspecified),3
O=C(Cc1ccccc1)Nc1nc(-c2ccccc2)c(-c2ccccc2)s1,-1
CCC(Oc1ccccc1F)C(=O)Nc1c(C)cccc1C (stereo unspecified),-5
O=S(=O)(Cc1ccccc1F)N1CCc2ccccc2C1,2
O=S1(=O)c2cccc3cccc(c23)N1Cc1cccc(F)c1,4
Cc1cc(C)n(C(=O)C2C(C)ON(c3ccccc3)C2c2ccccc2)n1 (stereo unspecified),-11
Clc1ccccc1Cn1nnc2c(N(Cc3ccccc3)Cc3ccccc3)ncnc21,8
CCO[C@H]1[C@H](NC(=O)c2cccnc2)c2ccccc2C12CCN(C(=O)CCC(=O)N(C)C)CC2,0
COc1ccc(-c2nc3c(C#N)c[nH]n3c2NC2CCCCC2)c(OC)c1,-4
O=C(CN1CCN(c2ccccc2)CC1)Nc1c2c(nc3c1CCC3)CCCC2,-5
Cc1c(CC(=O)N2CCNC(=O)CC2)c2c(n1C(C)C)CC(C)(C)CC2=O,0
CN(C)c1ccc(N=c2sc3ccccc3n2C)cc1,-1
CN1CCN(C(=S)NC(=O)c2ccccc2Cl)CC1,-4
CN(C(=O)CCc1ccco1)C1CCCN(CCc2ccccc2)C1 (stereo unspecified),7
Cc1ccc(NC(=O)c2ncn(-c3ccccc3)n2)cc1Cl,3
CCOc1ccc(NC(=O)NCc2c(-n3cccc3)sc3c2CCCC3)cc1,1
Cc1cc(OCCCSc2nc(-c3ccc(C(C)(C)C)cc3)nc3cc(=O)[nH]n23)ccc1Cl,5
CC(C)(C)C(=O)Nc1c(C(=O)N2CCN(c3ccc(F)cc3)CC2)oc2ccccc12,-3
CC(=O)NCC(=O)N1CCC(C2CCN(Cc3cccc(F)c3F)CC2)C1 (stereo unspecified),-7
COC(=O)C(NNc1ccccc1)(NC(=O)c1ccccc1F)C(F)(F)F (stereo unspecified),-7
O=C(Nc1ccccc1)C1CCN(Cc2ccc(F)cc2)CC1,-2
CNc1ccc(C(=O)N2CCCN(c3ncccn3)CC2)cn1,-5
CCN(CC)S(=O)(=O)c1ccc(C(=O)N2CC(=O)Nc3ccc(F)cc3C2c2ccccc2)cc1 (stereo unspecified),3
C/C(=C/C(=O)O)C12CC3CC(CC(C3)C1)C2,5
COC(=O)C1C(C)=NC(=S)NC1c1cc(OC)c(OC)cc1Cl (stereo unspecified),5
O=C(CN1CCCCC1)N1CCC(C2(c3ccccn3)NC(=O)N(CCc3cccs3)C2=O)CC1 (stereo unspecified),4

# Following part:
SMILES,ROC1-CUL1 inh
COc1ccccc1N(C)C(=O)Cn1c(=O)oc2cc(S(=O)(=O)N3CCCC3)ccc21,-2
CCOc1ccc(NS(=O)(=O)c2c(C)nc3sc(CC)nn3c2=O)cc1,-1
Clc1ccc(N2CCN(c3ncnc4sc5c(c34)CCC5)CC2)cc1Cl,11
CC#CC(=O)N1CCCC(N2CCN(c3ccc(OC)cc3)CC2)C1 (stereo unspecified),9
CCOC(=O)c1c(-c2ccc(C)cc2C)csc1NC(=O)c1ccccc1Cl,0
O=C(/C=C/c1cc[n+](CC(=O)c2ccc3cccc4c3c2CC4)cc1)c1ccc2cccc3c2c1CC3,87*
COc1cc(OC)c(/C=N/NC(=O)CCC(=O)Nc2cccc(C(F)(F)F)c2)cc1Br,-7
Cc1ccc(SCc2nc(-c3ccc(C(=O)NCc4ccc(Cl)cc4)cc3)oc2C)cc1,-7
c1csc(CNc2ccc3c(c2)oc2ccccc23)c1,9
Cc1cccc(CC(C)NC(=O)CCCn2nnnc2CN2CCOCC2)n1 (stereo unspecified),-4
CCOc1ccc(-c2cc(CCCC(=O)NCCc3ccc(OC)c(OC)c3)no2)cc1,-5
CC(C)(C)c1ccc(C(=O)N(Cc2ccc(F)cc2)C2CCS(=O)(=O)C2)cc1 (stereo unspecified),-4
N#Cc1ccc(C(=O)Nc2cccc3cccnc23)c(F)c1,1
CC(=O)NCCC(=O)NC1CCCN(C2CCCCCC2)C1 (stereo unspecified),4
O=C(CCC1(Cc2ccc(Cl)cc2)CCC(=O)N1)NCc1nc2c(s1)CCCC2 (stereo unspecified),-5
Cc1ccc(C)c(OC(=O)C2CCCCC2)c1,4
N#Cc1ccc(-c2nc3cc(Cl)c(Cl)cc3[nH]2)cc1,11
CCN(CC)C(=O)C1CCN(C(=O)CC2(c3cccc(C(F)(F)F)c3)CC(=O)N(CC)C2=O)CC1 (stereo unspecified),2
c1ccc(-c2cnnc(NCC3COc4ccccc4O3)n2)cc1 (stereo unspecified),-2
O=C(Nc1ccccc1-n1cccc1)c1cccs1,11
CCc1cccc(NC(=O)CSc2nccn2C)c1,-21
CCOc1ccc2[nH]c(=S)[nH]c2c1,11
COc1ccc(-c2cc(=O)c3c(ccc4c(C)cc(=O)oc43)o2)cc1OC,-3
CCc1noc(C)c1C(=O)N1CCN(c2ccc(OC)cc2)CC1,-4

# Five structures from above, arranged by molar mass, lowest first.
SMILES,ROC1-CUL1 inh
O=C(Nc1ccccc1-n1cccc1)c1cccs1,11
CCc1cccc(NC(=O)CSc2nccn2C)c1,-21
N#Cc1ccc(-c2nc3cc(Cl)c(Cl)cc3[nH]2)cc1,11
COc1ccc(-c2cc(=O)c3c(ccc4c(C)cc(=O)oc43)o2)cc1OC,-3
CCN(CC)C(=O)C1CCN(C(=O)CC2(c3cccc(C(F)(F)F)c3)CC(=O)N(CC)C2=O)CC1 (stereo unspecified),2
